TEAD-YAP block: TEAD-YAP interaction inhibition; inhibition, % at 9.12 µM; AID 1259422; HEK-TIYL cells, TEAD-Gal4/YAP UAS-luciferase luminescence; 640,000 tested, 1.4% active; in the data active = inhibition above about 32%;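 also: 0% = median of test compound wells and 100% = reference inhibitor wells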
FBW7 act: activators of human E3 ligase FBW7; Q969H0; AlphaScreen FBW7–phospho-cyclin E peptide binding, activator screen; normalized activity (activation), % at 26.1 µM; 650,000 tested, 0.13% active; AID 1259310; in the data active = normalized activity above about 1.9%;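 also: purified mutant Fbw7 with reduced substrate affinity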
GPR151 ag: human GPR151 activation; activation, % at 11.2 µM; Q8TDV0; 650,000 tested, 1% active; AID 1508602; PathHunter beta-arrestin GPR151 cells, luminescence; in the data active = activation above about 4.9%;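 also: 0% = median of compound wells and 100% = cells with positive control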
Target sequence (Q8TDV0 whole entry, looked up): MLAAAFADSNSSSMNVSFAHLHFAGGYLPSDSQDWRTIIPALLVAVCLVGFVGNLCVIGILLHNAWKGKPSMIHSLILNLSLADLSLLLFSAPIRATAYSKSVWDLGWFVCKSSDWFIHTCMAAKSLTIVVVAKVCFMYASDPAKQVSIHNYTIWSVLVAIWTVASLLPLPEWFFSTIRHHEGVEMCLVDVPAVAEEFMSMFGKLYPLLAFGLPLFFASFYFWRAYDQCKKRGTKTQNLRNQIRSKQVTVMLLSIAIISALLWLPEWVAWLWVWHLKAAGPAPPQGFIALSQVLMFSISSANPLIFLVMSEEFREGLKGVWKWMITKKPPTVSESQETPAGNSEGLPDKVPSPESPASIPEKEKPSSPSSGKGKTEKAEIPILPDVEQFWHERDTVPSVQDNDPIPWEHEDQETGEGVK
MITF primary: blocks human microphthalmia-associated transcription factor; O75030; AlphaScreen MITF homodimerization, bead proximity signal; inhibition, % at 2.6 µM; 650,000 tested, 0.91% active; AID 1259374; in the data active = inhibition above about 50%;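 also: 0% = vehicle wells with protein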
Target sequence (O75030 whole entry, looked up): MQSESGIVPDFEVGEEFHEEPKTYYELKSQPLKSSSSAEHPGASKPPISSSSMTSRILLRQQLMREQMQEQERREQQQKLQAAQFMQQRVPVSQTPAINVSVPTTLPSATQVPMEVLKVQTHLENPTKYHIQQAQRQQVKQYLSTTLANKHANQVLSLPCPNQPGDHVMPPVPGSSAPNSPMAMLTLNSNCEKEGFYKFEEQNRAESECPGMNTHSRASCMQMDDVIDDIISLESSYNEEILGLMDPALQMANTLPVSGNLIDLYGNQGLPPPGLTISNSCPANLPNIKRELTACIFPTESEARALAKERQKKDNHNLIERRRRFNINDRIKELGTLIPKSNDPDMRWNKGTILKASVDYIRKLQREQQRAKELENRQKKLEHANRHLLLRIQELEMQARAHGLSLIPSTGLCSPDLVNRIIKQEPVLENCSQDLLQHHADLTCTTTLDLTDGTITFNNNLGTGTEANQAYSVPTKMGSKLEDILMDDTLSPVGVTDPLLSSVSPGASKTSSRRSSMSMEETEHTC
Numbers without * were called inactive.

How did CCCCOc1ccc(S(=O)(=O)N2CCSC2c2ccc(OC)cc2)cc1 (stereo not given) do in these assays?
TEAD-YAP block: 5.3; FBW7 act: 0.0; GPR151 ag: 1.1; MITF primary: -9.5

How did CCOC(=O)c1ccc(NC(=O)c2ccc(C)cc2)cc1 do in these assays?
TEAD-YAP block: 0.2; FBW7 act: -0.1; GPR151 ag: -0.1; MITF primary: 4.5

What do the screens show for `COc1cc(C=O)ccc1OC(=O)c1cccnc1`?
TEAD-YAP block: 5.7; FBW7 act: -0.1; GPR151 ag: -1.0; MITF primary: 17.7

Results for O=C(Nc1ccc(F)c(F)c1)c1cc(S(=O)(=O)N2CCCCCC2)ccc1F ?
TEAD-YAP block: 1.0; FBW7 act: -0.1; GPR151 ag: -0.3; MITF primary: -6.0

What do the screens show for `CC1CCC(NCC(O)COc2ccc(S(=O)(=O)N3CCCC3)cc2[N+](=O)[O-])CC1` (stereo not given)?
TEAD-YAP block: -12.2; FBW7 act: -0.2; GPR151 ag: 0.6; MITF primary: 11.4

What do the screens show for `O=C(CC1C(=O)NCCN1CCc1ccccc1)NCc1ccc2c(c1)OCO2` (stereo not given)?
TEAD-YAP block: -3.4; FBW7 act: 0.1; GPR151 ag: -0.3; MITF primary: 10.4

What do the screens show for `C=CCOc1nc2cc3c(cc2cc1CNCc1ncc(C)[nH]1)CCC3`?
TEAD-YAP block: 1.9; FBW7 act: -0.1; GPR151 ag: -0.3; MITF primary: 2.6

How did O=C(NC1CCN(Cc2ccccc2)CC1)c1cc(N2CCC(N3CCOCC3)CC2)nc2ccccc12 do in these assays?
TEAD-YAP block: -2.8; FBW7 act: 0.1; GPR151 ag: 1.0; MITF primary: -3.0

What do the screens show for `Cc1cccc(N2C(N)=C(C#N)C(c3cccs3)C3=C2CC(C)(C)CC3=O)c1` (stereo not given)?
TEAD-YAP block: -10.2; FBW7 act: -0.1; GPR151 ag: -0.3; MITF primary: 1.2

How did O=C(Nc1nc2ccc3ccccc3c2o1)c1cccs1 do in these assays?
TEAD-YAP block: -32.5; FBW7 act: -0.3; GPR151 ag: 1.5; MITF primary: -5.0

What do the screens show for `O=C1COc2cc(-c3c(N4CCN(C5CCCCC5)CC4)c(=O)c3=O)ccc2N1`?
TEAD-YAP block: 3.5; FBW7 act: 0.1; GPR151 ag: -3.1; MITF primary: -1.4

How did O=C(NCCN1CCOCC1)c1nn2c(C(F)(F)F)cc(-c3ccco3)nc2c1Cl do in these assays?
TEAD-YAP block: 2.4; FBW7 act: 0.5; GPR151 ag: -0.7; MITF primary: 19.6

What do the screens show for `Cc1ccc(-c2c(C)nn3c(N4CCCC(O)C4)c(C)c(C)nc23)cc1` (stereo not given)?
TEAD-YAP block: -14.3; FBW7 act: 0.3; GPR151 ag: 0.7; MITF primary: -9.2

What do the screens show for `Cc1ncsc1C(=O)N1CCCC(C(=O)c2ccc(Cl)cc2)C1` (stereo not given)?
TEAD-YAP block: -14.8; FBW7 act: 0.1; GPR151 ag: 1.1; MITF primary: 9.1

Results for CCc1nc(-c2ccccc2)c(-c2ccccc2)c2cc(OC)c(OC)cc12 ?
TEAD-YAP block: -9.7; FBW7 act: -0.1; GPR151 ag: 1.4; MITF primary: 3.7

What do the screens show for `Cc1cccc(CN2CCOc3ccc(C(O)c4cccnc4)cc3C2)c1` (stereo not given)?
TEAD-YAP block: -4.6; FBW7 act: 0.0; GPR151 ag: 0.4; MITF primary: -6.5

How did Cc1cc(C)c2nc(N3CCCC(C(=O)N4CCC(C(N)=O)CC4)C3)sc2c1 (stereo not given) do in these assays?
TEAD-YAP block: -19.8; FBW7 act: 0.2; GPR151 ag: 1.3; MITF primary: 6.6

Results for Cc1nc(N2CCOCC2)c2c(C)c(C(=O)N3CCCc4ccccc43)sc2n1 ?
TEAD-YAP block: -11.7; FBW7 act: 0.2; GPR151 ag: -1.1; MITF primary: 15.3

What do the screens show for `N#C/C(=C(/O)Cn1nc(C(=O)O)c2ccccc2c1=O)c1nc2ccccc2[nH]1`?
TEAD-YAP block: 2.1; FBW7 act: -0.1; GPR151 ag: -1.0; MITF primary: 7.8

What do the screens show for `O=C(c1csc2c1CCCC2)N1CCOCC1`?
TEAD-YAP block: -17.4; FBW7 act: -0.1; GPR151 ag: 1.8; MITF primary: 2.5

Results for COc1ccc(C2(C(=O)N3CCCC3c3nc4ccccc4[nH]3)CC2)cc1 (stereo not given) ?
TEAD-YAP block: -2.5; FBW7 act: -0.1; GPR151 ag: -0.1; MITF primary: -2.3

What do the screens show for `Fc1cnc(N2CCOCC2)nc1N1CCOCC1`?
TEAD-YAP block: -4.0; FBW7 act: 1.1; GPR151 ag: -0.9; MITF primary: 14.2

How did CC(Oc1ccccc1)C(=O)OCC(=O)NC(=O)NCc1ccco1 (stereo not given) do in these assays?
TEAD-YAP block: -2.5; FBW7 act: -0.2; GPR151 ag: 1.2; MITF primary: -3.8

Results for Cn1c(C(=O)N2CCN(C3CCCCC3)CC2)cc2sccc21 ?
TEAD-YAP block: -3.0; FBW7 act: 0.1; GPR151 ag: 0.2; MITF primary: -10.4

Results for CCOc1ccc(-c2nnc(SCC(=O)NC3CCCCC3)nc2-c2ccc(OCC)c(OC)c2)cc1OC ?
TEAD-YAP block: -0.8; FBW7 act: 0.6; GPR151 ag: 0.8; MITF primary: 13.7

What do the screens show for `CN(CC(=O)N1CCCCC1)S(=O)(=O)c1cc(Br)cnc1N`?
TEAD-YAP block: 3.1; FBW7 act: 0.0; GPR151 ag: -0.7; MITF primary: -9.2

What do the screens show for `CCOC(=O)N1CCN(Cc2cccc(Br)c2)CC1`?
TEAD-YAP block: 12.8; FBW7 act: -0.1; GPR151 ag: 1.0; MITF primary: 13.4

What do the screens show for `COc1ccc(C(=O)C2CCN(S(=O)(=O)c3ccc4c(c3)OCCO4)CC2)cc1`?
TEAD-YAP block: 3.7; FBW7 act: -0.1; GPR151 ag: -0.2; MITF primary: -5.4

Results for NC(=O)c1ccsc1NC(=O)CSc1nnc(-c2ccc3c(c2)OCO3)o1 ?
TEAD-YAP block: 7.5; FBW7 act: 0.3; GPR151 ag: 0.0; MITF primary: 5.1

Results for COc1ccc(CN2CCc3nnc(C(C)NC(=O)C(C)C)n3CC2)c2ccccc12 (stereo not given) ?
TEAD-YAP block: 4.9; FBW7 act: -0.3; GPR151 ag: 1.4; MITF primary: -3.3

Reprinted from above for reference:
How did CCCCOc1ccc(S(=O)(=O)N2CCSC2c2ccc(OC)cc2)cc1 (stereo not given) do in these assays?
TEAD-YAP block: 5.3; FBW7 act: 0.0; GPR151 ag: 1.1; MITF primary: -9.5

How did CCOC(=O)c1ccc(NC(=O)c2ccc(C)cc2)cc1 do in these assays?
TEAD-YAP block: 0.2; FBW7 act: -0.1; GPR151 ag: -0.1; MITF primary: 4.5

What do the screens show for `COc1cc(C=O)ccc1OC(=O)c1cccnc1`?
TEAD-YAP block: 5.7; FBW7 act: -0.1; GPR151 ag: -1.0; MITF primary: 17.7

Results for O=C(Nc1ccc(F)c(F)c1)c1cc(S(=O)(=O)N2CCCCCC2)ccc1F ?
TEAD-YAP block: 1.0; FBW7 act: -0.1; GPR151 ag: -0.3; MITF primary: -6.0

What do the screens show for `CC1CCC(NCC(O)COc2ccc(S(=O)(=O)N3CCCC3)cc2[N+](=O)[O-])CC1` (stereo not given)?
TEAD-YAP block: -12.2; FBW7 act: -0.2; GPR151 ag: 0.6; MITF primary: 11.4

What do the screens show for `O=C(CC1C(=O)NCCN1CCc1ccccc1)NCc1ccc2c(c1)OCO2` (stereo not given)?
TEAD-YAP block: -3.4; FBW7 act: 0.1; GPR151 ag: -0.3; MITF primary: 10.4

What do the screens show for `C=CCOc1nc2cc3c(cc2cc1CNCc1ncc(C)[nH]1)CCC3`?
TEAD-YAP block: 1.9; FBW7 act: -0.1; GPR151 ag: -0.3; MITF primary: 2.6

How did O=C(NC1CCN(Cc2ccccc2)CC1)c1cc(N2CCC(N3CCOCC3)CC2)nc2ccccc12 do in these assays?
TEAD-YAP block: -2.8; FBW7 act: 0.1; GPR151 ag: 1.0; MITF primary: -3.0

What do the screens show for `Cc1cccc(N2C(N)=C(C#N)C(c3cccs3)C3=C2CC(C)(C)CC3=O)c1` (stereo not given)?
TEAD-YAP block: -10.2; FBW7 act: -0.1; GPR151 ag: -0.3; MITF primary: 1.2

Next part:
What do the screens show for `COCc1cc(C(C)=O)ccc1OCC(=O)c1cc(C)n(-c2ccc(F)cc2)c1C`?
TEAD-YAP block: -1.2; FBW7 act: -0.1; GPR151 ag: 1.6; MITF primary: 12.6

Results for Cc1cc(C)n(-c2ccc3nncn3n2)n1 ?
TEAD-YAP block: 4.1; FBW7 act: 0.1; GPR151 ag: -1.3; MITF primary: 9.8

How did CCCCC(CC)CNC(=O)CCS(=O)(=O)c1cccc2nsnc12 (stereo not given) do in these assays?
TEAD-YAP block: 1.0; FBW7 act: -0.1; GPR151 ag: 0.6; MITF primary: -5.9

What do the screens show for `CCOC(=O)N1CCN(C(=S)Nc2ccc(Br)cc2)CC1`?
TEAD-YAP block: 12.4; FBW7 act: 0.5; GPR151 ag: -0.2; MITF primary: 21.1

How did COC(=O)C1=C(C(=O)OC)SC2(S1)C(C(=O)OC)=C(C(=O)OC)SC1=C2c2cc(OC)ccc2NC1(C)C do in these assays?
TEAD-YAP block: 4.2; FBW7 act: 0.0; GPR151 ag: 0.7; MITF primary: 0.4

How did CN(C)c1nc(N)nc(CSc2nnnn2-c2ccccc2)n1 do in these assays?
TEAD-YAP block: 4.0; FBW7 act: -0.1; GPR151 ag: 0.8; MITF primary: -9.0

What do the screens show for `CCOC(=O)c1cc2c(=O)n3ccccc3nc2n(CCCOC)c1=NC(=O)c1cc(OC)c(OC)c(OC)c1`?
TEAD-YAP block: -0.7; FBW7 act: 0.1; GPR151 ag: -0.4; MITF primary: -7.7

Results for CCn1c(-c2csc(C(C)C)c2)n[nH]c1=S ?
TEAD-YAP block: -2.7; FBW7 act: 0.0; GPR151 ag: 0.7; MITF primary: -5.0

What do the screens show for `CC(=O)NCCNC(=O)c1cc2ccccc2oc1=O`?
TEAD-YAP block: 12.5; FBW7 act: 0.0; GPR151 ag: -1.4; MITF primary: -15.3

Results for Cc1ccc(C(C)C(=O)N2CCC3(CC2)NC(=O)c2cc(Cl)ccc2N3)cc1 (stereo not given) ?
TEAD-YAP block: -0.6; FBW7 act: 0.0; GPR151 ag: 0.5; MITF primary: -4.5

How did O=C(CSc1nc2cc(C(=O)NC3CCCCC3)ccc2c(=O)n1C1CCCCC1)c1ccccc1 do in these assays?
TEAD-YAP block: 1.8; FBW7 act: 0.3; GPR151 ag: -1.1; MITF primary: 0.7

What do the screens show for `Ic1ccc(/C=N\Nc2nncc(-c3ccccc3)n2)o1`?
TEAD-YAP block: -0.6; FBW7 act: -0.1; GPR151 ag: -0.9; MITF primary: -9.7

Results for CC(=O)CC(C)(C)S(=O)(=O)c1cccc([N+](=O)[O-])c1 ?
TEAD-YAP block: -1.9; FBW7 act: 0.2; GPR151 ag: 2.4; MITF primary: 14.4

What do the screens show for `CN1CCN(c2ccc(-c3ccc(C=O)cc3)cn2)CC1`?
TEAD-YAP block: 4.7; FBW7 act: -0.7; GPR151 ag: -0.5; MITF primary: 0.8

What do the screens show for `COc1cc([N+](=O)[O-])cc(CN2CCN(Cc3ccccc3)CC2)c1O`?
TEAD-YAP block: 5.7; FBW7 act: 0.0; GPR151 ag: 0.2; MITF primary: 3.5

What do the screens show for `O=C(Nc1ccc(Cl)cc1Cl)c1cc2nc(-c3ccco3)cc(C(F)(F)F)n2n1`?
TEAD-YAP block: -8.7; FBW7 act: 0.0; GPR151 ag: -0.4; MITF primary: -19.3

Results for CCOC(=O)c1nc2ccccc2c(=O)n1-c1ccc(Oc2ccc(Cl)cc2)cc1 ?
TEAD-YAP block: 14.9; FBW7 act: 0.3; GPR151 ag: -1.7; MITF primary: 11.7

What do the screens show for `Cc1nnnn1-c1nc(-c2ccc(Cl)cc2)cc(C(F)(F)F)n1`?
TEAD-YAP block: 11.7; FBW7 act: 0.4; GPR151 ag: 0.3; MITF primary: -11.1

How did CC(C(=O)N1CCC(CCC(=O)N(C)Cc2ccccc2)CC1)n1cncn1 (stereo not given) do in these assays?
TEAD-YAP block: 3.5; FBW7 act: -0.1; GPR151 ag: 0.9; MITF primary: -0.8

What do the screens show for `Cc1ccccc1NC(=O)C1CC(=O)N(c2ccccc2)C1` (stereo not given)?
TEAD-YAP block: 3.6; FBW7 act: 0.1; GPR151 ag: 0.5; MITF primary: 10.3

Results for Cc1ccc(Nc2nnc(-c3ccc(C)c(S(=O)(=O)NC(C)(C)C)c3)c3ccccc23)c(C)c1 ?
TEAD-YAP block: -3.9; FBW7 act: 0.0; GPR151 ag: 4.4; MITF primary: 4.7

How did CCN1C(=O)c2ccccc2S(=O)(=O)c2ccc(C(=O)NCc3ccc(C)cc3)cc21 do in these assays?
TEAD-YAP block: 1.9; FBW7 act: -0.3; GPR151 ag: -0.4; MITF primary: -3.1

How did COc1cccc(NC(=O)C2C3C=CC4(O3)C2C(=O)N(CCc2ccccc2)C4C(=O)NC2CCCCC2)c1 (stereo not given) do in these assays?
TEAD-YAP block: 1.6; FBW7 act: 0.0; GPR151 ag: -0.7; MITF primary: -17.3

How did Fc1ccc(Cn2cccc2C2=NCCO2)cc1 do in these assays?
TEAD-YAP block: 10.2; FBW7 act: -0.1; GPR151 ag: -0.5; MITF primary: 1.7

How did O=C(CN1CCC(C(=O)c2ccc3c(c2)OCCO3)CC1)Nc1ccccc1C(F)(F)F do in these assays?
TEAD-YAP block: 8.8; FBW7 act: 0.4; GPR151 ag: -0.9; MITF primary: 10.8

How did O=C1COc2ccc(C(=O)COC(=O)CCCN3C(=O)c4ccccc4C3=O)cc2N1 do in these assays?
TEAD-YAP block: 13.6; FBW7 act: -0.1; GPR151 ag: 2.3; MITF primary: 10.9
